PERK inhibitor – block of dimerizer-induced PERK translation repression, primary screen, PERK inhibitor project, CHO PERK-DD cells, SEAP luminescence, HTS; 0.17% of 220,000 active; CHO PERK-DD fusion, SEAP luminescence translation reporter; Eukaryotic translation initiation factor 2-alpha kinase 3 (Homo sapiens), Q9NZJ5; inhibition, % at 5.6 µM;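 active = inhibition above the mean inhibition of all tested compounds plus 3 SD, set separately per screening campaign, cut at about 2.9% in these data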;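 also: PERK kinase domain activated by AP20187 dimerizer at 100 nM; 0% = DMSO with dimerizer and 100% = rapamycin at 8.4 µM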
eIF4E 4G PPI – eIF4E–eIF4G protein interaction inhibitors, primary screen, biochemical, uHTS, TR-FRET, eIF4GI fragment; inhibition, % at 21.7 µM; 0.37% of 220,000 active; TR-FRET eIF4E-eIF4GI(517-606) binding, 2 h;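 active = inhibition above about 30%, limit read from the data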;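 also: 0% = full FRET control wells and 100% = background wells lacking eIF4GI fragment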
Calpain2 inh – inhibitors of pig calpain II, primary screen, biochemical, fluorogenic peptide substrate, 1536-well | purified calpain II, 30 min | inhibition, % at 16 µM | 0.37% of 220,000 active;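 active = inhibition above about 50%, limit read from the data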
Rad51 HR inh – human RAD51 strand exchange inhibitors, primary screen, biochemical, fluorescence | hRad51 DNA strand exchange, fluorescence dequenching | inhibition, % at 10 µM | 0.085% of 200,000 active;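 active = inhibition above 40% at the single screening dose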;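 also: 0% = DMSO control wells and 100% = blanks with heterologous ssDNA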
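Assay system: Human Rad51 nucleoprotein filaments preassembled on unlabelled ssDNA | Reagent: Donor/quencher-labelled 47-bp dsDNA substrate | Doses: One concentration, 10 µM final | Times: 37 °C 15-min filament assembly, 30-min compound preincubation, 15-min exchange | Technique: Fluorescein emission 520 nm, excitation 485 nm | Benchmarks: Plate control and blank wells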
MDM2 E3 inh – MDM2-luciferase reporter signal enhancers, primary screen, MDM2 E3 ligase inhibitor project, cell-based, luminescence, 1536-well. E3 ubiquitin-protein ligase Mdm2 (Homo sapiens), Q00987. cell-based MDM2 ubiquitination luciferase reporter, 2 h; 0 = plate control, 100 = twice control, blank-subtracted. signal enhancement, % at 5 µM. 0.11% of 210,000 active;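 active = signal enhancement of 30% or more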;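 also: luminescence tracks abundance of the self-degrading MDM2-luciferase fusion protein; higher signal means inhibition of MDM2 E3 ligase activity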
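Timing – 2 h compound exposure at 37 °C · Assay system – mammalian cells stably expressing self-ubiquitinating, self-degrading MDM2 E3–luciferase fusion · Amount – 2000 cells seeded into each well · Measure – % luminescence enhancement versus blank-corrected plate control mean · Measured by – SteadyLite luminescence, 15 min reagent step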
KCC2 mod – KCC2 cotransporter modulators, thallium flux, primary screen, cell-based, HEK293 KCC2, FluoZin-2 fluorescence, MLSMR; Solute carrier family 12 member 5 (Homo sapiens), Q9H2X9; KCC2 cells, thallium flux FluoZin-2 fluorescence; B-score of Tl+ flux slope (higher = more flux/activation; lower = inhibition) at 10 µM; 2.2% of 190,000 active;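 active = thallium flux slope and its plate-corrected score both differing from the plate sample mean at a set confidence after two filtering rounds, in either direction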;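 also: slope of fluorescence scaled to starting intensity during 10 to 20 s after thallium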
EBV gp42 block – Epstein-Barr virus gp42 inhibitors, primary screen, biochemical, uHTS, fluorescence polarization | Glycoprotein 42 (Epstein-Barr virus (strain AG876)), Q1HVG2 | Fluorescence polarization binding assay, mP read-out | inhibition, % (tested at 21.74 µM) | 0.42% of 220,000 active; in the data active = inhibition above about 50%
zVAD death inh – inhibitors of zVAD-triggered necroptosis, primary screen, L929 cells | L929 zVAD necroptosis rescue, ATP luminescence, 24 h; with zVAD 60 µM | viability rescue, % at 10 µM | 0.38% of 220,000 active;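 active = activation, scaled between plate controls, above about 75%, limit read from the data; inactive = activation under that limit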;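 also: 0% = zVAD with DMSO and 100% = DMSO alone without zVAD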
TNF necrop inh – inhibitors of TNF-alpha triggered necroptosis, primary screen, cell-based, Jurkat FADD-/-, single concentration. Jurkat FADD-/- TNF necroptosis rescue, ATP luminescence, 24 h; 0 = TNF only, 100 = no-TNF cells. activation (protection from cell death), % at 10 µM. 0.068% of 220,000 active. AID 463075, 2010;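 active = activation, meaning protection from cell death, of at least 50% relative to plate controls; inactive = activation below 50%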;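 also: necroptosis triggered by 40 ng/mL TNF-alpha added together with compound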
* hit, by the source's call; i = inactive; / = no result given; [ ] = another dose, or the depositor's remark.

SMILES	PERK inhibitor	eIF4E 4G PPI	Calpain2 inh	Rad51 HR inh	MDM2 E3 inh	KCC2 mod	EBV gp42 block	zVAD death inh	TNF necrop inh
COC(=O)c1sccc1NC(=O)c1c(C)noc1C	0.6	2.4	28.0	-1.2	-15.6	0.000986	-5.2	0.4	-1.1
CCOC(=O)Cn1c(=NC(=O)CSC(C)=O)sc2ccccc21	1.5	-1.7	7.5	-3.8	-18.4	0.313	-8.6	0.5	1.2
Nc1cc(=O)[nH]n1C1CCN(c2ccccc2)CC1	-1.1	-5.8[fluorescence artefact?]	1.2	-0.8	-9.7	-0.0989	-11.8	0.0	-2.1
CCOc1ccc(NC(=O)CSc2ncnc3c2sc2ccccc23)cc1	0.1	26.8[fluorescence artefact?]	31.0	/	/	-0.978	2.4	0.9	2.5
COc1ccc(OC)c(NC(=O)COc2ccc(S(=O)(=O)NC(C)C)cc2)c1	-0.5	5.4[fluorescence artefact?]	-0.7	9.2	4.3	-0.455	-6.8	-0.4	1.7
CSc1ccc(S(=O)(=O)NCc2ccccc2C)cc1	0.1	-0.5	1.5	-0.8	3.8	0.109	-26.7	1.3	3.2
Fc1ccc(Oc2nc(-c3ccccc3)nnc2C(F)(F)F)cc1	1.6	0.1	-17.4	10.5	2.8	/	-10.0	-0.3	-5.0
COC(=O)COc1ccc(NS(=O)(=O)c2cccc([N+](=O)[O-])c2)cc1	0.5	0.6	7.0	5.9	-8.4	0.112	-5.1	0.2	-0.1
CCCCNC(=S)N(C)/N=C/c1ccc(OCC(=O)Nc2c(C)cc(C)cc2C)c(OC)c1	-0.9	0.8	19.7	/	/	-0.499	-15.8	1.6	3.1
Cc1nn(C(=O)c2ccco2)c(C)c1Sc1ccc(Cl)cc1	0.5	1.6[fluorescence artefact?]	-7.8	13.9	0.4	0.501	4.6	0.9	2.1
O=C(c1ccncc1)N1CCN(C(=O)c2ccncc2)CC1	0.5	4.0[fluorescence artefact?]	-11.5	-5.2	-2.3	0.12	-11.6	0.0	-0.7
CC(=O)Nc1ccc(S(=O)(=O)NCC2CCC(C(=O)NC3CCCCCC3)CC2)cc1 (configuration not stated)	0.1	2.8[fluorescence artefact?]	5.1	/	-2.0	-0.0111	-9.7	/	-0.3
CC(C)NC(=O)CCCC(=O)NC(C)C	0.9	-3.8	-3.1	0.8	-11.0	0.926	-21.1	0.3	0.7
C[C@@H](C(=O)N1CCN(C(=O)OC(C)(C)C)CC1)n1cc(-c2cn([C@@H](C)C(=O)N3CCN(C(=O)OC(C)(C)C)CC3)nn2)nn1	/	29.5	9.4	17.9	6.1	0.699	-22.4	0.6	2.1
O=C(NNS(=O)(=O)c1ccc(F)c(Cl)c1)c1cccc(S(=O)(=O)N2CCOCC2)c1	0.5	5.0[fluorescence artefact?]	14.4	-2.2	-4.4	-1.01	2.0	0.2	1.3
COc1cc(-c2nnc(SCC(=O)c3ccccc3)o2)cc(OC)c1OC	-1.1	2.3	1.6	2.7	-12.6	-0.649	-6.0	-0.4	-1.5
Cc1c(NC(NC(=O)CC(C)C)C(Cl)(Cl)Cl)c(=O)n(-c2ccccc2)n1C (configuration not stated)	-0.5	3.7	-2.7	/	1.4	/	-8.0	-0.1	0.0
Cc1nc(N2CCOCC2)c2c3c(sc2n1)CCC3	-0.4	-0.1	-16.9	-0.2	-1.5	13.5*	-3.3	0.8	-2.1
O=C(/C=C/c1ccccc1Cl)Nc1ccncc1	1.6	-1.3	-16.2	-2.7	-8.6	-0.653	-4.5	2.2	-6.3
O=C(N/N=C\c1ccccn1)C1c2ccccc2Oc2ccccc21	0.4	-2.0	-3.2	-12.4	-6.1	-1.09	3.8	1.1	1.6
O=c1nc(/C=C/c2cccn2-c2ccc([N+](=O)[O-])cc2)cc(C(F)(F)F)[nH]1	0.9	21.1	-51.7	-22.8	-5.7	-1.43	-117.3	2.1	-0.5
CC1CN(C(=O)COC(=O)c2ccc(Cl)nc2)CC(C)O1 (configuration not stated)	-0.2	-1.3	-15.8	-3.3	-6.9	0.999	-4.6	2.6	-0.3
Cc1cc(OC(C)C)nc(NCc2ccccc2)n1	0.2	1.0	-15.9	-5.4	1.3	-0.726	-11.8	0.3	-1.9
CC(=O)[C@@H]1[C@@H](C)N(Cc2ccccc2)C(=O)N[C@H]1c1cccc(C(F)(F)F)c1	/	-4.2	5.7	0.3	12.9	0.844	9.7	-1.7	-0.7
O=C1NCN(CCO)CN1	0.3	-7.4	-30.4	6.6	/	0.00978	-2.0	0.2	1.7
CC1CCCC(NC(=O)COC(=O)/C=C/c2ccc(S(=O)(=O)N3CCOCC3)cc2)C1C (configuration not stated)	-0.7	-10.5	-2.2	30.0	/	-0.425	-24.7	0.9	2.2
CCn1c(SCC(=O)Nc2ccc(OC)c(OC)c2)nnc1-c1cccs1	-0.7	-1.6	5.2	-1.1	-12.3	0.947	-26.8	1.4	0.3
O=C(NCc1ccccn1)Nc1ccc2c(c1)OCO2	0.7	-4.4	-22.3	4.0	-14.4	0.417	-13.8	0.4	-1.5
Cc1ccc(NC(=O)COC(=O)C(NS(=O)(=O)c2ccc(Cl)cc2)C(C)O)cc1C (configuration not stated)	0.6	21.3	5.8	9.8	9.9	-0.656	-21.3	0.6	2.4
CCOCCCNC(=S)N1C2CCC1CC(NC(=O)NC13CC4CC(CC(C4)C1)C3)C2 (configuration not stated)	-0.5	-3.8	-4.1	-1.3	-13.9	/	3.1	-0.2	-3.5
NNC(=O)CSc1nc(-c2ccccc2)cn1-c1ccccc1	0.9	0.3	5.5	5.8	-4.2	0.661	-10.8	-0.2	-0.6
Cn1c(=O)c2c(SCc3c(F)cccc3Cl)nc(CC(C)(C)C)nc2n(C)c1=O	1.2	0.1	4.6	0.3	-15.0	/	-20.7	-0.3	-1.8
CCOc1ccc(C(=O)Nc2ccc(Cc3ccncc3)cc2)cc1Br	0.9	0.8	-0.1	-0.4	-7.6	-1.32	1.9	14.2	-0.2
COCCCNC(=O)CN(CCc1ccccc1)S(=O)(=O)c1ccc(C)cc1	1.7	-1.1	8.8	/	-19.9	-0.68	-6.9	-0.5	1.1
CCCn1c(=O)c(Cc2ccccc2)c(O)c2ccccc21	1.0	-13.6	-72.0	-8.6	-8.2	1.16	-11.9	-0.3	0.9
C/C(=C\C(=O)C(F)(F)F)Nc1ccc(C(F)(F)F)cc1	1.4	1.1	7.3	1.6	-16.9	/	-11.6	0.1	-1.4
COc1ccccc1CNC(=O)CN1CCN(S(=O)(=O)c2cccs2)CC1	-0.5	1.0	-30.1	3.6	-3.6	0.418	0.0	0.0	0.6
CCN(CC)CCNC(=O)c1ccc2c(=O)n(C3CCCC3)c(=S)[nH]c2c1	0.1	0.0	20.9	-3.5	-26.9	0.587	-15.3	7.6	-1.5
COc1cccc(CNC(=O)c2cnc(-c3ccccn3)nc2C(F)(F)F)c1	-0.1	-5.8	8.0	/	-10.5	0.167	6.0	1.0	-2.0
CCCc1nnc(NC(=O)Cn2c(=O)sc3ccccc32)s1	-0.1	16.0	25.0	-4.3	-13.7	/	-1.1	3.8	1.4

Another view of part of the listing above:
CCOc1ccc(C(=O)Nc2ccc(Cc3ccncc3)cc2)cc1Br
  PERK inhibitor = 0.9
  eIF4E 4G PPI = 0.8
  Calpain2 inh = -0.1
  Rad51 HR inh = -0.4
  MDM2 E3 inh = -7.6
  KCC2 mod = -1.32
  EBV gp42 block = 1.9
  zVAD death inh = 14.2
  TNF necrop inh = -0.2

Cn1c(=O)c2c(SCc3c(F)cccc3Cl)nc(CC(C)(C)C)nc2n(C)c1=O
  PERK inhibitor = 1.2
  eIF4E 4G PPI = 0.1
  Calpain2 inh = 4.6
  Rad51 HR inh = 0.3
  MDM2 E3 inh = -15.0
  KCC2 mod = /
  EBV gp42 block = -20.7
  zVAD death inh = -0.3
  TNF necrop inh = -1.8

COCCCNC(=O)CN(CCc1ccccc1)S(=O)(=O)c1ccc(C)cc1
  PERK inhibitor = 1.7
  eIF4E 4G PPI = -1.1
  Calpain2 inh = 8.8
  Rad51 HR inh = /
  MDM2 E3 inh = -19.9
  KCC2 mod = -0.68
  EBV gp42 block = -6.9
  zVAD death inh = -0.5
  TNF necrop inh = 1.1

(continued)
SMILES	PERK inhibitor	eIF4E 4G PPI	Calpain2 inh	Rad51 HR inh	MDM2 E3 inh	KCC2 mod	EBV gp42 block	zVAD death inh	TNF necrop inh
CCOC(=O)Cn1c(CN2CCOCC2)nc2c1c(=O)n(C)c(=O)n2C	0.6	-2.3	5.5	-3.5	-4.2	0.363	-24.0	1.9	2.1
CN(C)CCNc1oc(COc2ccc(Cl)cc2Cl)nc1C#N	1.2	-11.3[fluorescence artefact?]	-4.5	-7.1	-8.7	0.0172	11.5	-0.2	0.1
C=C(C(=O)c1ccccc1)C(c1ccccc1)C(C)C(=O)c1ccccc1 (configuration not stated)	0.6	0.6	0.9	-4.8	-17.5	-1.19	1.8	-1.1	-9.6
O=C(Nc1ccccc1C(F)(F)F)N1CCN(c2ccccn2)CC1	-0.2	0.5	-30.1	2.8	2.4	-1.08	-2.9	11.8	0.3
Cc1ccc(NC(=O)NNC(=O)c2ccccc2)cc1	-0.3	2.8	-6.3	-6.1	-11.8	0.747	3.0	2.2	1.7
COc1ccccc1/C=C/C(=O)OCC(=O)c1c(N)n(C)c(=O)n(C)c1=O	1.0	-0.6	-16.1	4.2	0.8	0.0854	-14.5	-0.3	-0.5
C=CCn1c(SCC(=O)Nc2cc(C)c(Cl)cc2OC)nnc1-c1ccco1	-1.3	-4.8	-5.7	2.1	2.7	-1.07	0.5	-0.3	-0.6
CCN(CCn1cccn1)C(=O)CCc1nnc(-c2ccc3c(c2)OCO3)o1	1.4	2.2	19.0	/	-11.1	-0.214	-14.4	0.8	1.3
COc1cc2c(cc1OC)CN(C(=S)Nc1c(C)cccc1C)CC2	-0.9	17.9	-8.6	6.1	10.1	1.01	-13.5	1.6	2.6
CC(=O)N1CCN(c2cc3c(cc2F)c(=O)c(C(=O)O)cn3C2CC2)CC1	1.4	1.7	i	-6.2	-10.5	0.0612	1.0	3.7	-0.2
CCN(CC)S(=O)(=O)c1cnccc1N1CCN(c2cccc(Cl)c2)CC1	-1.3	-0.4	-4.3	/	-6.0	0.00698	5.4	0.5	0.9
CCCNC(=O)CCC(=O)Nc1ncc(-c2ccc(C)cc2)n1C	1.1	6.7	-11.9	4.7	-8.8	/	-27.8	6.7	0.0
Cc1cccc(C)c1OCC(O)Cn1ccnc1C (configuration not stated)	/	-0.1	-12.6	2.0	-7.0	-0.887	83.5*	0.6	2.9
O=C(Nc1ccc2c(c1)OCCO2)c1cc2ccccc2o1	0.5	5.1	-22.5	-2.0	-6.0	-0.533	7.2	10.3	-1.5
O=C(OCc1cncs1)c1cccs1	0.5	1.5	12.5	-5.8	-13.9	0.0186	-8.7	-0.8	-1.8

High-throughput results as filed in PubChem BioAssay.

No enrichment for hits, and some 3.6% of all compounds hit somewhere here.
